Screening results deposited in PubChem BioAssay by several laboratories.
FAS TE block: FAS thioesterase (human) inhibition | inhibition, % at 15 µM | actives 0.67% (n = 360,000) | recombinant FAS-TE, OMFH fluorogenic substrate, fluorescence endpoint;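 active = compounds whose normalised, plate-corrected inhibition of enzyme fluorescence in the single-dose primary screen is 50% or more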;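 note: 0% = DMSO with enzyme and 100% = substrate without enzyme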
PABP1 MLLE inh: blocks PAM2 peptide binding to the PABP1 MLLE domain; P11940; GST-MLLE / FITC-PAM2 fluorescence polarization; inhibition, % at 20 µM; actives 0.36% (n = 360,000); AID 588489; in the data active = inhibition above about 35%, passing the limit was not always enough;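 note: plate controls were DMSO wells with GST-MLLE for no effect and wells lacking GST-MLLE protein for full effect; some results filed as inactive read as strong as hits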
Rpn11 block: inhibitors of human proteasome Rpn11 | human 26S proteasome, Ub4-pepOG fluorescence polarization; 20S core pre-blocked with epoxomicin | calls only at 20 µM | actives 0.59% (n = 360,000);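 active = inhibition at 20 µM, scaled to each plate's controls, above about 33%, limit read from the data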
Neddyl block: cullin neddylation inhibition; P61081+Q13564; TR-FRET cullin neddylation, biochemical; calls only at 25 µM; actives 0.58% (n = 360,000); AID 651699; in the data active = inhibition above about 36%
Target sequence (P61081 whole entry, looked up): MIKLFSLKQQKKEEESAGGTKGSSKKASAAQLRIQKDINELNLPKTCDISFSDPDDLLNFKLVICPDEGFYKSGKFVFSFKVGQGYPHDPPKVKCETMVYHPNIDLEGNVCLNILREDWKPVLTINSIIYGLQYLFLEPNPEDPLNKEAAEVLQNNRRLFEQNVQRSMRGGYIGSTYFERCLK
Target sequence (Q13564 whole entry, looked up): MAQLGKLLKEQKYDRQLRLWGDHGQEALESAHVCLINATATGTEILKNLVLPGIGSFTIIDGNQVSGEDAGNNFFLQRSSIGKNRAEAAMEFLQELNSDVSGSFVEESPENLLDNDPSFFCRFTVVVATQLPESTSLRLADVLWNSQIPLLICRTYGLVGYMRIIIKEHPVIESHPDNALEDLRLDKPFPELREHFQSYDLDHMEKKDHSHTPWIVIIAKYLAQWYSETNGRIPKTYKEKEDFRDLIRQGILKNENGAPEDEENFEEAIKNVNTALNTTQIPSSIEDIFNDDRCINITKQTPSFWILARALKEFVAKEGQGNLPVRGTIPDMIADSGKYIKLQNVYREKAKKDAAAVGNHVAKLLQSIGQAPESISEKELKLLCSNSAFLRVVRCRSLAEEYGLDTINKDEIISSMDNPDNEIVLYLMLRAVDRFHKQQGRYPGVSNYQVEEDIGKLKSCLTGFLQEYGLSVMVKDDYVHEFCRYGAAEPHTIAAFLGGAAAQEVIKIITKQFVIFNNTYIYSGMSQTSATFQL
Rin1 Abl inh: inhibitors of human Rin1-Abl protein interaction; actives 0.4% (n = 360,000); inhibition, % at 7.35 µM; P00519+Q13671; TR-FRET Rin1/Abl binding, biochemical; AID 588664; in the data active = inhibition above about 5%, passing the limit was not always enough
NadD block: NadD (S. aureus) enzyme inhibition; purified NadD enzyme, colorimetric absorbance read-out; inhibition, % at 20 µM; actives 0.78% (n = 360,000); in the data active = inhibition above about 26%; note: some compounds past the cut are filed as inactive
SKN-1 block: blocks SKN-1 activity in C. elegans; inhibition, % at 21.8 µM; actives 0.49% (n = 360,000); C. elegans VP596 Pgst-4::GFP/RFP ratio, acrylamide-induced, 24 h; AID 624304;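 active = interference check ratio from 0.5 to 1.5 plus GFP to RFP signal ratio inhibition reaching or exceeding a fixed threshold, cut at about 30% in these data, passing the limit was not always enough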; note: some compounds called inactive have numbers as strong as hits
MT1-MMP act inh: blocks activation of human MT1-MMP. P50281. HT1080 RFP-PRO-GFP cells, GFP/RFP ratio fluorescence, overnight; percent of plate control window, DMSO zero. GFP/RFP ratio change, % at 20 µM. actives 0.061% (n = 360,000). AID 651647;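 active = GFP/RFP ratio change of at least 30% with cell ATP level not reduced by more than half and red fluorescence within 50% of control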; note: strong numbers were not always called active
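Assay system: RFP-PRO-GFP reporter HT1080 cells; read-out basis: GFP/RFP fluorescence ratio; benchmarks: DMSO wells and RFP-L50D-GFP cells; doses: 20 µM single dose, 1% DMSO; schedule: overnight cell settling, then overnight compound exposure, 37 °C, 5% CO2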
CSN deneddyl inh: CSN deneddylation inhibition | Q92905 | Purified CSN, SCF-Nedd8-OG deneddylation, fluorescence polarization | inhibition, % at 12.5 µM | actives 0.38% (n = 360,000) | AID 651999;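 active = pattern-corrected inhibition above about 35%, with an unprinted fluorescence ratio check between 0.5 and 1.5, limit read from the data, passing the limit was not always enough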;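 note: 0% = enzyme with substrate and 100% = substrate without enzyme; some results filed as inactive read as strong as hits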
Target sequence (Q92905 whole entry, looked up, one chain of several): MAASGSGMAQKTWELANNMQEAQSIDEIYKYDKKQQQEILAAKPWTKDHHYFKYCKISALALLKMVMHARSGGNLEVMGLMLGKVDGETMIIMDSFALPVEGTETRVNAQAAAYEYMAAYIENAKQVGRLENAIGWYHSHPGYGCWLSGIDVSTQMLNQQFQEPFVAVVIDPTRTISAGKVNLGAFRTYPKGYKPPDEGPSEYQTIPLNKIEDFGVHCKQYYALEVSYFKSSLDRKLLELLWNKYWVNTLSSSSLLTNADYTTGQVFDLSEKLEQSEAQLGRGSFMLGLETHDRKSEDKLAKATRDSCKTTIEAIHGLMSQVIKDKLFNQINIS
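Assay system: purified human Csn5 enzyme expressed in HEK293T cells; measure: % inhibition; also added: SCFSkp2-Nedd8OG substrate at 10 nM final; technique: fluorescence polarization; times: reaction 90 min, room temperature; medium: Tris buffer pH 7.5, NaCl, DTT, Tween-20, trehalose, ovalbumin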
An asterisk follows results filed as active; i = inactive; . = not tested or not shown; & = joins results of further samples.

SMILES | FAS TE block | PABP1 MLLE inh | Rpn11 block | Neddyl block | Rin1 Abl inh | NadD block | SKN-1 block | MT1-MMP act inh | CSN deneddyl inh
CCC1Oc2ccc(C)cc2N(CC(=O)NCCCN2CCN(Cc3ccccc3)CC2)C1=O (stereo not drawn) | -10 | -3 | i | i | 0 | -11 | -7 | 5 | 0
COC(=O)c1[nH]c(C)c(/C(O)=C2\C(=O)C(=O)N(CCN3CCOCC3)C2c2ccccc2OC)c1C (stereo not drawn) | -8 | 4 | i | i | -7 | 0 | 12 | -3 | 17
COc1cc(C(=O)NCCOc2ccccc2C)c(Br)c(OC)c1OC | 3 | 5 | i | i | 1 | -10 | 6 | -4 | 1
COCCN(CCOC)Cc1cc(=O)oc2cc3c(cc12)CCC3 | -4 | 10 | i | i | 0 | 2 | 10 | 1 | 4
CCC(C)[C@@H]1NC(=O)N(CCCN2CCCC2=O)C1=O (stereo partly drawn) | -5 | -12 | i | i | 2 | -6 | 10 | -2 | -1
COc1ccc(-c2cc(C#N)nc(Oc3ccc(Cl)cc3)n2)cc1 | 13 | -6 | i | . | 1 | -1 | -3 | 2 | 0
Cc1ccc(NC(=O)C2CCN(S(=O)(=O)c3ccc(Cl)c(C(F)(F)F)c3)CC2)nc1 | -7 | 15 | i | i | -2 | -1 | 11 | 1 | 1
CCc1ccc(OC2(C)CCN(Cc3ccc4c(c3)OCCO4)C2)cc1 (stereo not drawn) | 7 | -17 | i | i | -5 | -12 | -2 | -7 | 9
COc1ccc(CCc2nnc(CCC(=O)N(C)Cc3ccncc3C)o2)cc1 | -4 | -17 | i | i | 3 | 0 | 6 | -4 | 2
Cc1cccc(OCC(=O)N(C)c2c(N)n(Cc3ccccc3)c(=O)[nH]c2=O)c1C | -1 | -18 | i | i | 2 | 1 | 11 | -2 | -6
O=C(CCN1CCN(Cc2ccccc2)CC1)Nc1ccc(OCc2ccccc2)cc1 | 1 | -5 | i | i | 0 | -8 | -14 | 8 | 1
CC(=O)NC(c1cccc(F)c1)c1nc(-c2ccoc2)cs1 (stereo not drawn) | -8 | -1 | i | i | 4 | 1 | 1 | -1 | -1

The closing four entries of the section before are carried over, then new ones follow.
SMILES | FAS TE block | PABP1 MLLE inh | Rpn11 block | Neddyl block | Rin1 Abl inh | NadD block | SKN-1 block | MT1-MMP act inh | CSN deneddyl inh
COc1ccc(CCc2nnc(CCC(=O)N(C)Cc3ccncc3C)o2)cc1 | -4 | -17 | i | i | 3 | 0 | 6 | -4 | 2
Cc1cccc(OCC(=O)N(C)c2c(N)n(Cc3ccccc3)c(=O)[nH]c2=O)c1C | -1 | -18 | i | i | 2 | 1 | 11 | -2 | -6
O=C(CCN1CCN(Cc2ccccc2)CC1)Nc1ccc(OCc2ccccc2)cc1 | 1 | -5 | i | i | 0 | -8 | -14 | 8 | 1
CC(=O)NC(c1cccc(F)c1)c1nc(-c2ccoc2)cs1 (stereo not drawn) | -8 | -1 | i | i | 4 | 1 | 1 | -1 | -1
O=C(COC(=O)/C=C/c1ccccc1)NCc1cccs1 | -4 | 1 | i | i | 5 | -8 | -2 | 1 | 0
O=C(NC(C(=O)N/N=C/c1cccnc1)c1n[nH]c(=O)c2ccccc12)c1ccccc1 (stereo not drawn) | -7 | -3 | i | i | -3 | -10 | -11 | 5 | 3
Cc1cc(N2CCOCC2)nc(N2CCOCC2)n1 | -5 | -1 | i | i | 0 | -3 | 6 | 1 | -11
Cc1ccc(C(=O)O)cc1NC(=O)C1CCCN1S(=O)(=O)c1cccc2nsnc12 (stereo not drawn) | -6 | -2 | i | i | -1 | -6 | -3 | 5 | -5
CCC(C)(C)NC(=O)C(c1cccs1)N(C(=O)c1ccn[nH]1)c1ccccc1 (stereo not drawn) | -4 | 5 | i | i | 4 | -2 | 11 | -3 | -2
O=C(CN1CCCCC1)Nc1cccc2c1OCO2 | -5 | 0 | i | i | 1 | -1 | -10 | 2 | 0
CCCCCNc1nc2ccccc2nc1NS(=O)(=O)c1cccs1 | -1 | -9 | i | i | -2 | -2 | 4 | -7 | 1
Cc1cc(C)n(-c2nc(Nc3ccccc3)nc(-n3nc(C)cc3C)n2)n1 | -3 | -3 | i | i | 2 | 17 | 11 | 5 | 31
CC(C)CN(C(=O)COC(=O)Cc1c[nH]c2ccccc12)c1c(N)n(Cc2ccccc2)c(=O)[nH]c1=O | -8 | 2 | i | i | 1 | -2 | 1 | 2 | 0
COc1ccc(CCNC(=O)CN2C(=O)NC3(CCCCC3C)C2=O)cc1 (stereo not drawn) | -5 | 3 | i | i | 2 | 2 | 8 | 2 | -3
COCCN1C(=O)/C(=C/c2ccc(OCc3ccc(C(=O)O)cc3)c(OC)c2)SC1=Nc1ccccc1 | -4 | 10 | i | i | 2 | -2 | 4 | -7 | 1
Cc1ccc(Cl)cc1NC(=S)NN | 0 | -14 | i | i | 4 | 3 | 19 | 3 | -2
CCOC(=O)N1CCN(C(=O)Nc2ccc(Cl)cc2)CC1 | -8 | -2 | i | i | -1 | -4 | 35* | -2 | 6
COc1ccc(NC(=O)c2ccc(CNc3c(NC4CCCCC4)c(=O)c3=O)cc2)cc1OC | -14&-20 | -1&7 | i | i | 0&-3 | 5&10 | -5&4 | 2&2 | 5&1
c1ccc(-c2csc(-c3ccc(-c4csnn4)cc3)n2)cc1 | 9 | -4 | i | i | -3 | 1 | 16 | 1 | 5
O=C(CN1C(=O)S/C(=C\c2ccc(F)cc2)C1=O)NCCCn1ccnc1 | 0 | -5 | i | i | -6 | 1 | 0 | 3 | 0
CN1c2ccc(Cl)cc2C(=O)NC1C1CC=CCC1 (stereo not drawn) | 1 | -7 | i | i | -1 | -2 | -4 | -3 | 2
O=C(CSc1nnc(-c2ccco2)n1Cc1ccco1)Nc1ccccc1 | -3 | -5 | i | i | -2 | -4 | -5 | 2 | -1
O=C(NC1CC1)C1=C[C@@H](c2ccccc2)C[C@@H](OCc2ccc(CO)cc2)O1 | 2 | 6 | i | i | 4 | -2 | 7 | -3 | 102
CC1CCN(CC(O)Cn2c3ccccc3c3ccccc32)CC1 (stereo not drawn) | -10 | -3 | i | i | -1 | -3 | 8 | 3 | 0
Cc1csc(SCC(=O)NC2CCS(=O)(=O)C2)n1 (stereo not drawn) | -4 | 10 | i | i | 3 | 2 | 6 | -4 | 5
Cc1ccc2c(CC(=O)NCc3ccco3)coc2c1C | 3 | 7 | i | i | 1 | -2 | -20 | -8 | 1
Cc1ccc(Sc2ncccc2C(=O)O)cc1C | -6 | 8 | i | i | 1 | -1 | 1 | 4 | -8
COc1nc(N)c(S(=O)(=O)c2ccccc2C)cc1C#N | 6 | -6 | i | i | 0 | -9 | 8 | -6 | 1
O=C(NCC1c2ccccc2CCN1C(=O)CN1C(=O)c2ccccc2C1=O)C1CCCCC1 (stereo not drawn) | 2 | 5 | i | i | -3 | -7 | -5 | 0 | -5
CCOc1ccc(S(=O)(=O)N/N=C(\C)c2ccc(Cl)c(Cl)c2Cl)cc1 | 48 | -48 | i | i | 0 | -12 | -16 | 6 | -12
CCOC(=O)c1sc2ncnc(Nc3cccc(C(=O)O)c3)c2c1C | -3 | 13 | i | i | -6 | -4 | 13 | -2 | 2
O=C(CSc1ccc(-c2cccs2)nn1)c1cccs1 | 10 | 11 | i | i | -4 | -3 | 1 | 6 | 3
COc1ccc(NC(=O)Cn2nnc(C(=O)NCc3ccco3)c2N)c(OC)c1 | -1 | 8 | i | i | 1 | -1 | -6 | 2 | 2
COc1ccc(OC)c(/C=N\Nc2nccs2)c1 | -6 | -67 | i | . | -3 | -2 | -5 | 0 | 5
CCCc1c(C(=O)N/N=C/c2c[nH]c3ccccc23)nnn1-c1nonc1N | -3 | 2 | i | i | 0 | 0 | 4 | 1 | 3
Cc1cccc(-n2cc(CN3CCN(c4ccccn4)CC3)c(-c3cccc(F)c3)n2)c1 | 30 | 19 | i | i | 2 | -5 | -9 | -3 | 2
CC1(C)CC(=O)C(C=NCCc2ccc(O)cc2)=C(O)C1 | -7 | -2 | i | i | -4 | -8 | 17 | 2 | 5
CCC(=O)c1ccc(OCC(O)CN2CCN(S(=O)(=O)c3ccc(NC(C)=O)cc3)CC2)cc1 (stereo not drawn) | -2 | -7 | i | i | 3 | 1 | -9 | 2 | 0
COc1ccc(NC(=S)NCc2ccc(F)cc2)cc1 | 2 | -51 | i | i | 2 | -2 | 3 | 2 | -5
CCCn1nc(NC(=O)CC)c2cc3cccc(C)c3nc21 | 6 | 9 | i | . | 3 | -4 | -6 | 0 | 3
O=C(Nc1cc([N+](=O)[O-])ccc1C(=O)NCCN1CCOCC1)c1ccccc1 | 20 | 6 | i | i | 0 | 4 | 12 | 0 | -4
CCC(C)[C@H](NC(=O)N1CCCC1)C(=O)OC (stereo partly drawn) | -7 | -3 | i | i | -3 | -3 | -15 | 0 | 3
O=C(c1ccco1)N1CCN(C(=O)C2CCCN(S(=O)(=O)Cc3ccccc3)C2)CC1 (stereo not drawn) | -12 | 3 | i | i | -1 | 6 | -6 | -3 | 0
NC(=O)CN1C(=O)NC2(CCCc3ccccc32)C1=O (stereo not drawn) | -4 | 3 | i | i | 2 | 2 | -17 | 4 | 4
COc1ccc2c(c1)C(=O)CC(c1ccc(OC)c(OC)c1)O2 (stereo not drawn) | -1 | -1 | i | i | -1 | -10 | 11 | -1 | -3
COc1ccccc1N1CCN(CCCCCCOc2ccc(F)cc2)CC1 | 6 | -2 | i | i | 1 | 0 | -4 | 0 | -10
C[C@@H]1CCC2[C@](C)(CO)[C@@H](O)CC[C@]2(C)[C@@]12CC[C@@](CO)(CC(=O)O)O2 (stereo partly drawn) | -5 | 53* | i | i | 0 | -4 | 15 | -3 | 3
CC[C@H](C)/C=C/C1=CC2=C(Cl)C(=O)[C@@]3(C)OC(=O)C(C(=O)[C@H](C)[C@@H](C)O)=C3C2=CO1 | 25 | -46 | i | i | 4 | 9 | 2 | -3 | 49*
CCOC(=O)c1c(Cl)c(C)nn1-c1nc(OC)cc(OC)n1 | -6 | -8 | i | i | 0 | -6 | -6 | 1 | 0
COc1ccc(C(=O)c2ccc(CC#N)s2)cc1 | -3 | -12 | i | i | 0 | 4 | 10 | 5 | -1
O=C1Nc2ccc(S(=O)(=O)NCC3CCCO3)c3cccc1c23 (stereo not drawn) | -3 | -3 | i | . | -1 | 2 | 2 | 0 | -6
CC1(C(=O)N(CC(=O)NC2CCCC2)Cc2ccc(Cl)cc2)CC(=O)N=C2C=CC=CN21 (stereo not drawn) | -2 | -22 | i | . | 3 | -6 | -1 | 1 | -2
CC(C(=O)N1CCOCC1)c1ccccc1 (stereo not drawn) | -18 | 4 | i | i | 5 | -3 | 2 | -3 | 3
COc1ccc(CNC(=O)C(c2ccncc2)N(C(=O)Cc2cccs2)c2ccc(C)cc2)cc1 (stereo not drawn) | 8 | 13 | i | i | 1 | 7 | 14 | -1 | -6
O=C(/C=C/c1ccc2ccccc2n1)N1CCN(S(=O)(=O)c2ccc(F)cc2)CC1 | 6 | -45 | i | i | -4 | 18 | -1 | -26 | 9
O=C(Nc1ccc(S(=O)(=O)NCc2ccccc2)cc1)C1CCCCC1 | -1 | -3 | i | i | 0 | -7 | 1 | 6 | 3
